Statin myotox sup – suppressors of simvastatin-induced myotoxicity in C2C12 myotubes. rescue of ATP level, % at 7.49 µM. 0.78% of 330,000 active. ATP luminescence, 48 h; scaled: DMSO 0, geranylgeraniol control 100;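 active = mean ATP rescue above about 67%, or every replicate alone reaching that limit, limit read from the data, passing the limit was not always enough; inconclusive = no clear call, values can overlap the other calls; inactive = mean under the limit and some replicate under it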;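 also: myotubes were challenged with 10 µM simvastatin during compound exposure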
ARNT-TACC3 inh – disruptors of human ARNT/TACC3 interaction. Q9Y6A5. AlphaScreen His-ARNT PAS-B/GST-TACC3 binding, luminescence; TACC3 fragment carries E629A point mutation. inhibition, % at 9.99 µM. 0.66% of 390,000 active. AID 623870;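 active = mean inhibition of replicates at least 50% and at least half of replicates each reaching 50%; inconclusive = half or more replicates reach 50% but mean below 50%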;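 also: 0% = complete ARNT plus TACC3 wells and 100% = ARNT alone without TACC3; many hits fall short of the cut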
ERp5 block – inhibitors of human ERp5; ERp5 insulin aggregation, absorbance 650 nm, 90 min; inhibition, % at 9.99 µM; 0.05% of 350,000 active; AID 651711;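 active = mean replicate inhibition above about 25%, with every replicate also reaching it, limit read from the data, passing the limit was not always enough; inconclusive = only one of those two criteria met; inactive = neither criterion met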
Target sequence (Q15084 whole entry, looked up): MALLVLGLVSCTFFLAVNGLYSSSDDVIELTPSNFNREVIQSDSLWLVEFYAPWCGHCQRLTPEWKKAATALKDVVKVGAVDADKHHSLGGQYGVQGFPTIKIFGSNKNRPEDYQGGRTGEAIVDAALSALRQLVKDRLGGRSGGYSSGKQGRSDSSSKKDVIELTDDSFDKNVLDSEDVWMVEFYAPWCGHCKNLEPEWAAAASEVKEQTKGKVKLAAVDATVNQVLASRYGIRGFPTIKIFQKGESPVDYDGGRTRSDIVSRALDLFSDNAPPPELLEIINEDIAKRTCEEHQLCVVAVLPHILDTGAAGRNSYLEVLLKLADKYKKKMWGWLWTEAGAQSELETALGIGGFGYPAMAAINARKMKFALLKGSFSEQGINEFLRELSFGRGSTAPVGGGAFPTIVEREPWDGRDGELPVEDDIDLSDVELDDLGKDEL
SIRT5 block – inhibitors of human sirtuin-5 desuccinylase; Purified SirT5, succinyl-peptide AMC, trypsin-coupled fluorescence; inhibition, % at 15 µM; 1.1% of 330,000 active; in the data active = inhibition above about 15%; inconclusive = no clear call, values can overlap the other calls
Target sequence (Q9NXA8 whole entry, looked up): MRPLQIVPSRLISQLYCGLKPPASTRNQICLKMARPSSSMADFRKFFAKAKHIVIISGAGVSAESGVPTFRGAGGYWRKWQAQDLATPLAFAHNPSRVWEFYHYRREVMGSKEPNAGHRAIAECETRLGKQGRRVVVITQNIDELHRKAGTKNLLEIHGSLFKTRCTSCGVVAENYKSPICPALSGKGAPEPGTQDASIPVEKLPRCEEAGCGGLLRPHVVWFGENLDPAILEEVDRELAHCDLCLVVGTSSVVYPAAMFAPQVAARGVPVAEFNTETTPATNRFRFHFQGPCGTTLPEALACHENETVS
Cneo AK release – causes C. neoformans cell lysis; lysis activity, % at 15 µM; adenylate kinase release luminescence, 4 h; normalised: neutral wells 0, clomiphene wells 100; 0.2% of 360,000 active;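 active = mean lysis activity across replicates of at least 80%, whatever share of replicates individually reach that level; inactive = mean lysis activity below 80%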
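Assay system: log-phase C. neoformans yeast / Quantity: yeast cell density of 5 × 10^6 cells/mL / Medium: fresh YPD growth medium / Compound: single dose / Timing: static 4 h at 37 °C with compound, 1 h detection / Measured by: adenylate kinase release luminescence / Read-out: lysis from increased AK signal / Benchmarks: Clomiphene as positive lysis control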
miR-122 sensor – miR-122 inhibition in Huh7 cells; activation (reporter increase), % at 12.5 µM; Huh7 miR-122 Renilla luciferase sensor, 48 h; neutral wells = 0, positive control = 100; 0.3% of 340,000 active;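 active = mean replicate activation score at least 90 and every replicate individually at or above 90; inconclusive = only one of the two criteria met; inactive = neither criterion met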;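 also: higher luciferase means less miR-122 activity so hits act as miR-122 inhibitors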
esBAF inh – SWI/SNF esBAF complex inhibition | reporter increase, % at 12.5 µM | 2% of 350,000 active | AID 602393 | mouse ES cells, Bmi1-luciferase knock-in reporter, 24 h; 100% = twice the neutral-well signal; in the data active = activation above about 40%; inconclusive = no clear call, values can overlap the other calls;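 also: 0% = median of the plate's neutral control wells and 100% = double that signal; a rise in the Bmi1 reporter signal indicates esBAF inhibition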
Active calls of the source: *; u = inconclusive; x = not tested or not shown; & = joins results of further samples; ! = not active in a repeat; [ ] = another dose, or the depositor's remark.

(1) CN1C(=O)N(C)C2C1NC(=O)N2C (stereo unspecified)
(2) O=C(C[C@H]1C=C[C@H](NC(=O)NC2CCCC2)[C@@H](CO)O1)NCc1ccc(F)cc1
(3) NC(=O)c1ccc(NC(=O)CSc2nncn2-c2ccccc2)cc1
(4) O=C(/C=C/c1ccco1)NC(=S)N1CCCCC1
(5) O=C(NCCN1CCOCC1)C1CCCN(S(=O)(=O)c2ccc(F)cc2)C1 (stereo unspecified)
(6) CCS(=O)(=O)c1ccc2oc(SCC(=O)NCCC3=CCCCC3)nc2c1
Screen / compound no.	1	2	3	4	5	6
Statin myotox sup	0	-4	-10	-59	8	4
ARNT-TACC3 inh	-9	-6	-4	-1	-5	-2
ERp5 block	x	4	-3	2	5	x
SIRT5 block	x	-1	-3	0	-5	x
Cneo AK release	0	-2	7	-1	-4	0
miR-122 sensor	0	x	x	0	-3	24
esBAF inh	-2	-2	-2	11	-2	7

(7) CC1(C)CC(=O)CC(C2(O)C(=O)N(Cc3ccccc3)c3ccccc32)O1 (stereo unspecified)
(8) CC(=O)c1ccc([N+](=O)[O-])cc1
(9) Clc1cccc(Cl)c1CSc1nnc([C@@H]2CCCN2)o1
(10) O=c1c2cnn(-c3ccccc3)c2ncn1Cc1cccnc1
(11) COc1ccc(N(CC(O)CN2CCOCC2)S(=O)(=O)c2ccccc2)cc1 (stereo unspecified)
(12) CCC(=O)N(C)C[C@@H]1Oc2cc(C#C[C@@H](C)O)ccc2S(=O)(=O)N([C@@H](C)CO)C[C@@H]1C
Screen / compound no.	7	8	9	10	11	12
Statin myotox sup	-11	-3	12	6	-44	-11
ARNT-TACC3 inh	-2	x	4	1	2	-9
ERp5 block	-7	1	4	x	6	8
SIRT5 block	-5	x	-3	x	-3	-4
Cneo AK release	4	0	-1	0	0	-5
miR-122 sensor	-2	2	x	3	-4	-6[16.7 µM]
esBAF inh	2	1	-5	-14	3	-1

(13) C[C@H]1CN([C@@H](C)CO)C(=O)c2cc(-c3ccncc3)cnc2O[C@@H]1CN(C)C(=O)C1CCCCC1
(14) C#CCSc1nc(=O)c2cccnc2n1-c1ccc(C)cc1
(15) CCOc1ccc(S(=O)(=O)Nc2cc(S(=O)(=O)N3CCOCC3)ccc2OC)cc1
(16) CCOC(=O)N1CCN(S(=O)(=O)c2cc(OCC)ccc2OCC)CC1
(17) CCOc1ccc(CN2CCC(C(=O)Nc3cccc(-c4ccn[nH]4)c3)CC2)cc1Cl
(18) CCOC(=O)C(=O)N(C)c1c(CC)nc2c(OCc3cc(Cl)cc(Cl)c3)cccn12
Screen / compound no.	13	14	15	16	17	18
Statin myotox sup	-16	132*	-5	29	-7	1
ARNT-TACC3 inh	-1	2	0	-3	7	x
ERp5 block	-10	1	-5	x	1	0
SIRT5 block	-7	-4	-2	x	-1	x
Cneo AK release	0	0	-1	1	1	0
miR-122 sensor	-4[16.7 µM]	-8	-5	143*	-2	-4
esBAF inh	0	4	-3	2	15	3

(19) COc1ccc(Br)cc1CN1CCSCC1
(20) Cc1ccc(NC(=O)C2CCCN(S(=O)(=O)c3cccc4nonc34)C2)cc1 (stereo unspecified)
(21) O=C(O)C1CCCN(CCC=C(c2ccccc2)c2ccccc2)C1 (stereo unspecified)
(22) COCCC(=O)Nc1c(-c2ccccc2)c2cc(Br)ccc2[nH]c1=O
(23) Cc1ccc(N(CC(=O)NC2CCCC2)C(=O)CNC(=O)c2cccs2)cc1F
(24) CC(C)(C)[S@](=O)N1Cc2cc(C(=O)NCCN3CCCC3)nc(-c3cccc(-c4ccc(C#N)cc4)c3)c2[C@@H]1CCO
Screen / compound no.	19	20	21	22	23	24
Statin myotox sup	-1	-50	2	-3	-4	-3
ARNT-TACC3 inh	-2	-4	2	-1	2	1
ERp5 block	0	1	0	u	0	-2
SIRT5 block	2	x	-2	-11	x	-2
Cneo AK release	4	1	0	3	-1	13
miR-122 sensor	4	-1	0	-8	4	x
esBAF inh	-3	3	-4	-4	3	1

(25) Cc1cc2ccccn2c1C(=O)Nc1cccc(Cl)c1
(26) CCC(C(=O)NCCc1ccccc1)c1ccccc1 (stereo unspecified)
(27) CCCCCC1CC(CC/C(C)=N/NC(N)=O)C(=O)O1 (stereo unspecified)
(28) CCCC(=O)Nc1ccc2c(c1)OC[C@@H](C)N(CC1CCOCC1)C[C@H](C)[C@H](OC)CN(C)C2=O
(29) C[C@H]1CN([C@@H](C)CO)C(=O)c2cccc(NS(=O)(=O)c3ccc(Cl)cc3)c2O[C@H]1CN(C)C
(30) CC(C)NC(=O)N1[C@H](C#N)[C@@H](c2ccc(C#CC3CCCC3)cc2)[C@H]1CO
Screen / compound no.	25	26	27	28	29	30
Statin myotox sup	x	9	x	-34	-2	0
ARNT-TACC3 inh	-3	-2	7	-1	-35	-2
ERp5 block	1	-1	7	-5	-2	0
SIRT5 block	-3	-5	-2	1	-5	6
Cneo AK release	x	3	x	5	0	1
miR-122 sensor	2	-2	x	x	0[16.7 µM]	x
esBAF inh	x	-2	x	6	-4	6

From compound 21 to 29, copied from above:
(21) O=C(O)C1CCCN(CCC=C(c2ccccc2)c2ccccc2)C1 (stereo unspecified)
(22) COCCC(=O)Nc1c(-c2ccccc2)c2cc(Br)ccc2[nH]c1=O
(23) Cc1ccc(N(CC(=O)NC2CCCC2)C(=O)CNC(=O)c2cccs2)cc1F
(24) CC(C)(C)[S@](=O)N1Cc2cc(C(=O)NCCN3CCCC3)nc(-c3cccc(-c4ccc(C#N)cc4)c3)c2[C@@H]1CCO
(25) Cc1cc2ccccn2c1C(=O)Nc1cccc(Cl)c1
(26) CCC(C(=O)NCCc1ccccc1)c1ccccc1 (stereo unspecified)
(27) CCCCCC1CC(CC/C(C)=N/NC(N)=O)C(=O)O1 (stereo unspecified)
(28) CCCC(=O)Nc1ccc2c(c1)OC[C@@H](C)N(CC1CCOCC1)C[C@H](C)[C@H](OC)CN(C)C2=O
Screen / compound no.	21	22	23	24	25	26	27	28
Statin myotox sup	2	-3	-4	-3	x	9	x	-34
ARNT-TACC3 inh	2	-1	2	1	-3	-2	7	-1
ERp5 block	0	u	0	-2	1	-1	7	-5
SIRT5 block	-2	-11	x	-2	-3	-5	-2	1
Cneo AK release	0	3	-1	13	x	3	x	5
miR-122 sensor	0	-8	4	x	2	-2	x	x
esBAF inh	-4	-4	3	1	x	-2	x	6

(29) C[C@H]1CN([C@@H](C)CO)C(=O)c2cccc(NS(=O)(=O)c3ccc(Cl)cc3)c2O[C@H]1CN(C)C
Screen / compound no.	29
Statin myotox sup	-2
ARNT-TACC3 inh	-35
ERp5 block	-2
SIRT5 block	-5
Cneo AK release	0
miR-122 sensor	0[16.7 µM]
esBAF inh	-4

More compounds:
(31) CCC(C)(C)NC(=O)/C=C/c1cc(OC)c(OC)c(S(=O)(=O)N2CCc3ccccc32)c1
(32) COCCNc1oc(-c2cccs2)nc1S(=O)(=O)c1ccc(C)cc1
(33) CCN(CC)CCCC(C)n1c(C)cc(C(=O)NS(=O)(=O)c2ccc(C)cc2)c1C (stereo unspecified)
(34) CNC[C@H]1OCCCC[C@H](C)Oc2ccc(NC(=O)CCCN(C)C)cc2C(=O)N([C@H](C)CO)C[C@@H]1C
(35) CCCS(=O)(=O)N1CCC(C(=O)NCC2CCCO2)CC1 (stereo unspecified)
(36) CC(=O)CC(C)(C)Nc1nc2ccc([N+](=O)[O-])cc2o1
Screen / compound no.	31	32	33	34	35	36
Statin myotox sup	1	9	-14	10&14	14	8
ARNT-TACC3 inh	-5	-3	x	-2&0	x	4
ERp5 block	-2	1	-4	-10&4&-2	x	3
SIRT5 block	4	-1	x	3&-1&-3	x	1
Cneo AK release	-2	2	4	107*!	-1	x
miR-122 sensor	3	4	-8	-4	-4	x
esBAF inh	-11	-2	-3	-3&2&1	3	4

(37) O=C1C(=O)N(Cc2cccnc2)C(c2cccc(F)c2)/C1=C(/O)c1ccc2c(c1)OCO2 (stereo unspecified)
(38) C[C@@H]1CN([C@@H](C)CO)C(=O)Cc2cc(NC(=O)Nc3ccccc3)ccc2O[C@@H]1CN(C)Cc1ccncc1
(39) O=C(NC[C@@H]1[C@@H](c2ccccc2)[C@@H](CO)N1Cc1cccnc1)c1ccccn1
(40) COc1ccc(OC)c(NC(=O)CCN2C(=O)c3ccccc3C2=O)c1
(41) c1ccc(-n2c(SCC3CCCCO3)nnc2-c2cnccn2)cc1 (stereo unspecified)
(42) Cc1cc(S(=O)(=O)NCc2ccccc2)ccc1OCC(=O)Nc1cccc([N+](=O)[O-])c1
Screen / compound no.	37	38	39	40	41	42
Statin myotox sup	x	-4	-5	-1	3	x
ARNT-TACC3 inh	-2	x	2	2	2	2
ERp5 block	2	x	2	3	x	-1
SIRT5 block	-2	x	6	1	x	1
Cneo AK release	-1	x	2	3	-3	2
miR-122 sensor	x	-4[16.7 µM]	0[16.7 µM]	2	1	84
esBAF inh	x	7	6	-10	-2	x

(43) COc1ccc(S(=O)(=O)Nc2ccccn2)cc1C(=O)Nc1ccccc1
(44) Cc1sc2ncnc(SCC#N)c2c1C
(45) C[C@H](CO)N1C[C@H](C)[C@H](CN(C)S(=O)(=O)c2ccc(F)cc2)OCCCC[C@H](C)Oc2ccc(NC(=O)Nc3cccc4ccccc34)cc2C1=O
(46) C[C@H]1CN([C@@H](C)CO)C(=O)CCCn2cc(nn2)CO[C@H]1CN(C)C(=O)Nc1ccc(C(F)(F)F)cc1
(47) Cc1ccccc1OC1C(=O)N(Cc2ccc3c(c2)OCO3)C1c1sccc1C (stereo unspecified)
(48) Cc1ccc(C)c(OCC(=O)NCCNC(=O)COc2cc(C)ccc2C)c1
Screen / compound no.	43	44	45	46	47	48
Statin myotox sup	x	-13	26	3	-18	-1
ARNT-TACC3 inh	-8	0	0	x	9	-3
ERp5 block	-12	x	4	x	x	x
SIRT5 block	-1	x	-2	x	x	x
Cneo AK release	0	-2	7	x	x	2
miR-122 sensor	3	6	8[16.7 µM]	1[16.7 µM]	158*	-1
esBAF inh	x	0	-1	2	-5	4

(49) O=c1[nH]c2cc3c(cc2cc1CN(Cc1cccnc1)C(=S)NCc1ccco1)OCO3
(50) CCSc1nnc(NC(=O)C2CC(=O)N(Cc3ccc(C)cc3)C2)s1 (stereo unspecified)
(51) CN(C)/C(Cn1cncn1)=C1/N=C(c2c(F)cccc2F)OC1=O
(52) O=C(Nc1ccccc1Cl)c1ccc(=O)[nH]n1
(53) O=C(c1ccc(SCc2cccc(Br)c2)c([N+](=O)[O-])c1)N1CCN(c2ccccn2)CC1
(54) C[C@H](CO)N1C[C@H](C)[C@@H](CN(C)Cc2ccc(C(=O)Nc3ccccc3N)cc2)Oc2c(NC(=O)c3ccncc3)cccc2C1=O
Screen / compound no.	49	50	51	52	53	54
Statin myotox sup	x	4	x	0	x	x
ARNT-TACC3 inh	-4	-14	4	-6	8	10
ERp5 block	2	6	-3	1	2	-9
SIRT5 block	-9	1	4	0	9	-3
Cneo AK release	x	1	x	2	x	-3
miR-122 sensor	0	-5	x	-2	x	-1[16.7 µM]
esBAF inh	x	-2	x	10	x	1

(55) COc1ccc(NC(=O)CN(c2c(C)cccc2C)S(C)(=O)=O)cc1
(56) CCn1cc(S(=O)(=O)Nc2ccc(C)c(Cl)c2)cn1
(57) Cc1cc(-c2n[nH]c(=S)n2/N=C/c2cc([N+](=O)[O-])ccc2Cl)n[nH]1
(58) Cc1ccc(CNc2ccc(Cl)cc2[N+](=O)[O-])cc1
(59) Cc1noc(C)c1NC(=O)Nc1ccc2c(c1)C(=O)N([C@H](C)CO)C[C@H](C)[C@@H](CN(C)CC1CCCCC1)O2
(60) CCn1c(NCc2ccco2)nc2c1c(=O)n(C)c(=O)n2C
Screen / compound no.	55	56	57	58	59	60
Statin myotox sup	-2	9	x	11	-19	5
ARNT-TACC3 inh	x	-8	19	-3	-7	-2
ERp5 block	-2	-7	-1	x	-1	x
SIRT5 block	-1	-2	0	x	-1	x
Cneo AK release	0	1	4	-2	1	3
miR-122 sensor	5	x	-11	-17	-4[16.7 µM]	2
esBAF inh	0	9	x	39	4	4
